Screening results (PubChem BioAssay)
GSH bead fluor = compound fluoresces at 488/530 nm on GSH beads; GSH beads flow cytometry, compound fluorescence 488/530 nm; stronger effect = higher value; fluorescence (KMESF) at 10 µM; hit rate 0.25% among 190,000; AID 1776; in the data active means fluorescence above about 89;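 further: glutathione beads carrying GST-tagged Bcl family fusion proteins plus one bare bead set; values are compound well signal with DMSO vehicle wells as background; inactives centre near 16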
Bim-Bcl-W = human Bim-Bcl-W interaction inhibition; Q92843; bead-based flow cytometry, Bim peptide-Bcl-W binding; inhibition, % at 10 µM; hit rate 0.02% among 190,000;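 further: 0% = bound tracer without compound and 100% = peptide blocker; higher means less fluorescent Bim peptide bound to Bcl-W beads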
Target sequence (Q92843 whole entry, looked up): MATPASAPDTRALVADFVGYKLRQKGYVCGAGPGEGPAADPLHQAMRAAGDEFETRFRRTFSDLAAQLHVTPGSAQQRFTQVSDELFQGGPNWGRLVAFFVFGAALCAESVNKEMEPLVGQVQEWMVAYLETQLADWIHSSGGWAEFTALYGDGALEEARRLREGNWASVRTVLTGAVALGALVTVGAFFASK
RGS7-Gao = modulates binding of RGS7 to human Galphao; hit rate 0.35% among 220,000; Multiplexed bead flow cytometry; actives lie on both sides; AID 1439; binding response (% of control), % at 10 µM; in the data active means binding response below about 49% or above about 150%; inconclusive means no clear call, values can overlap the other calls; inactive means in between;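 further: fluorescent Galphao held in activated GDP-AlF4 state binding bead-coupled RGS7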
Target sequence (P09471 whole entry, looked up): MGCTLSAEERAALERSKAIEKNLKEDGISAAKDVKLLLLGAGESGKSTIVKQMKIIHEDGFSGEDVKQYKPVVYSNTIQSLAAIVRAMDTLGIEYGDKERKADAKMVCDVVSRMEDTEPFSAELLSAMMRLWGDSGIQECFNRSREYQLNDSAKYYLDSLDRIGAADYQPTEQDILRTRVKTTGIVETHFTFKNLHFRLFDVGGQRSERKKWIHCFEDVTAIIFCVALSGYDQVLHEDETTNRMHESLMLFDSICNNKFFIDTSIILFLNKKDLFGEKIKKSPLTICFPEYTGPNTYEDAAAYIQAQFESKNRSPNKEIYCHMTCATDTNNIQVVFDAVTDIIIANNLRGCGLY
Bim-Bcl-XL = disrupts Bim peptide binding to human Bcl-XL. bead flow cytometry, fluorescence. inhibition, % at 10 µM. Q07817. AID 1007. hit rate 0.04% among 190,000
Bim-Bcl-B = human Bim-Bcl-B interaction inhibition; Q9HD36; bead-based flow cytometry, Bim peptide-Bcl-B binding; inhibition, % at 10 µM; hit rate 0.073% among 190,000; AID 951;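 further: 0% = tracer peptide without compound and 100% = reference inhibitor peptide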
Target sequence (Q9HD36 whole entry, looked up): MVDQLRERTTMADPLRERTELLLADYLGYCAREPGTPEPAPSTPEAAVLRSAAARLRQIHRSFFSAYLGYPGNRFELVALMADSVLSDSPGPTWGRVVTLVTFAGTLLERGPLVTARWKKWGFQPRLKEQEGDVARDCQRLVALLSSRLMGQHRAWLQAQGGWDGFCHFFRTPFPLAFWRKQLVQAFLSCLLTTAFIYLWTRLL
RGS4-Gao reg = modulates binding of RGS4 to human Galphao | hit rate 0.33% among 220,000 | P09471 | AID 1415 | Multiplexed bead flow cytometry; actives lie on both sides | binding response (% of control), % at 10 µM; in the data active means binding response below about 49% or above about 150%; inactive means in between;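 further: fluorescent Galphao activated with aluminum fluoride binding bead-coupled RGS4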
Bfl-1 Bim block = disrupts Bim binding to human Bfl-1; Bead-based flow cytometry, Bim-Bfl-1 binding inhibition; inhibition, % at 10 µM; hit rate 0.12% among 190,000;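 further: 0% = wells without compound plus tracer and 100% = blocker peptide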
Bcl-2 Bim block = disrupts Bim peptide binding to human Bcl-2; P10415; Bead-based flow cytometry, Bim peptide-Bcl-2 binding; inhibition, % at 10 µM; hit rate 0.06% among 190,000; AID 950; in the data active means inhibition above about 40%; inconclusive means no clear call, values can overlap the other calls;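 further: 0% = no compound wells with probe peptide and 100% = reference peptide inhibitor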
Target sequence (P10415 whole entry, looked up): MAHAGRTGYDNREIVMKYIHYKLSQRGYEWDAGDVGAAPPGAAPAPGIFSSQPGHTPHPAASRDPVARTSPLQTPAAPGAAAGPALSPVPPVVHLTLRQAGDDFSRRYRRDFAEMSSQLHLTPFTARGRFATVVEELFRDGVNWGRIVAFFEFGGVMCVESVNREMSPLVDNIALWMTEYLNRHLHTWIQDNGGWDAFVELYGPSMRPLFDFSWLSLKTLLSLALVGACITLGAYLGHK
Mcl-1 Bim block = inhibitors of Bim-Mcl-1 interaction, human | Q07820 | Bead-based flow cytometry, Bim peptide-Mcl-1 binding | inhibition, % at 10 µM | hit rate 0.1% among 190,000;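 further: 0% = no compound tracer wells and 100% = peptide blocker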
RGS8-Gao reg = human RGS8-Galphao interaction regulation | multiplexed bead flow cytometry, RGS8-Galphao binding; actives lie on both sides | P09471 | response (percent of control binding), % at 10 µM | hit rate 0.34% among 220,000; in the data active means response below about 60% or above about 140%; inactive means in between;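 further: Galphao activated as the GDP aluminium fluoride complex binding bead-coupled RGS8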
Mcl1-Bid inh = disrupts binding of human Mcl-1 to Bid peptide. Q07820. hit rate 0.97% among 220,000. inhibition, % at 21.7 µM. TR-FRET Mcl-1/Bid-Dy647 peptide binding, 1536-well;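 active means compounds that cut the binding signal by more than half at the single screening dose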;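 further: His-tagged Mcl-1 with europium anti-His antibody binding Bid BH3 peptide; 0% = Mcl-1 plus peptide wells and 100% = peptide-only wells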
Numbers without * were called inactive; ? = inconclusive; [ ] = dose if it differs, or a comment. Unless noted, no stated cut-off is given here; in the data, active means inhibition above about 40%. Compounds as they come; about 1.8% have a hit in one of these screens.

SMILES	GSH bead fluor	Bim-Bcl-W	RGS7-Gao	Bim-Bcl-XL	Bim-Bcl-B	RGS4-Gao reg	Bfl-1 Bim block	Bcl-2 Bim block	Mcl-1 Bim block	RGS8-Gao reg	Mcl1-Bid inh
Cc1ccc(Nc2nnc(SCC(=O)Nc3cccc(S(=O)(=O)NC4=NCCCCC4)c3)s2)c(C)c1	14	-2	100	-9	-9	98	-1	-5	-7	102	-72
COc1ccc(C(=O)/C=C/c2ccc(OC)c(CN3CCOCC3)c2)cc1	10	0	100	-3	-3	97	0	-1	0	98	-20
COC(=O)c1c(N2C(=O)[C@H]3[C@@H](C2=O)[C@]2(C(=O)Nc4c2ccc(C)c4C)N2CCC[C@@H]32)sc(C)c1C	12	1	100	0	-6	106	-12	-7	-1	102	-1
COc1ccc(C(=O)NNC(=O)CSc2nnc(COc3ccccc3)n2C)cc1	26	0	104	-2	-8	104	-15	-13	-3	99	-2
COC(=O)CSc1nc(N)nc(C)c1Cl	24	6	95	2	0	99	1	3	6	100	-12
CCCC(=O)Nc1c2c(nn1-c1ccc(OC)cc1)CS(=O)(=O)C2	16	-3	104	-1	-1	102	0	-2	-2	102	-24
CCCn1c(SCC(=O)Nc2ccccc2N2CCOCC2)nc2c1c(=O)n(C)c(=O)n2C	19	-3	102	-6	-4	100	-2	0	-2	100	-3
Cc1ccccc1NC(=S)NCc1ccc2c(c1)cc(C)n2C	16	0	108	-5	-4	111	-1	0	0	109	-26
CCOC(=O)N1CCC(NC(=O)Cn2c3c(c(-c4ccccc4Cl)cc2=O)CCC3)CC1	19	0	98	-2	-4	96	-8	-4	0	99	-26
CCOC(=O)c1cnc2ccc(OCC)cc2c1N1CCN(C)CC1	26	-1	98	-11	-12	103	-20	-15	-5	101	5
NC(=O)C1CCN(CC(=O)c2c[nH]c3ccc(F)cc23)CC1	25	0	96	-2	-10	100	-9	-5	0	100	-30
N#Cc1ccc(-c2ccc(Cl)cc2)nc1Oc1ccc(F)cc1	26	0	97	1	3	99	-1	0	0	101	13
CN1CCN(C(=O)c2ccc(Cl)c(S(=O)(=O)N3CCCCCC3)c2)CC1	15	0	?	-1	-6	103	-8	-3	-2	102	-15
COc1ccc(/C=N/N2C(=O)C3C4C=CC(C4)C3C2=O)cc1[N+](=O)[O-] (stereo not drawn)	27	5	99	1	1	102	-2	2	2	100	-11
COC(=O)C(NC(=O)CSc1nc(N)cc(=O)[nH]1)c1ccccc1 (stereo not drawn)	22	3	92	1	0	95	1	3	1	108	-32
CCC(C)NS(=O)(=O)c1ccc(S(=O)(=O)N2CCCC3(CCCCC3)C2)cc1 (stereo not drawn)	23	4	99	-2	-1	105	-8	-1	1	100	-7
Cc1ccc2[nH]c(=O)c(CN(CCO)Cc3nnnn3CCc3ccccc3)cc2c1	23	3	100	-1	-1	100	-6	-1	1	100	-6
Cc1cc(C)c2c(-n3cccc3)nn(C)c2n1	23	-3	98	-1	0	100	1	-1	0	98	-37
COc1ccc(C(=O)NN2C(=O)C3CCC(C)(C2=O)C3(C)C)cc1 (stereo not drawn)	27	0	98	4	-7	101	-12	-12	-1	100	-15
COc1ccc(-c2c(C#N)c(SCC(N)=O)nc3c2CCCC3)cc1	65	-8	103	-8	-4	103	2	-1	-5	102	-3

3 entries already listed, sorted by the value under Mcl1-Bid inh, low to high.
SMILES	GSH bead fluor	Bim-Bcl-W	RGS7-Gao	Bim-Bcl-XL	Bim-Bcl-B	RGS4-Gao reg	Bfl-1 Bim block	Bcl-2 Bim block	Mcl-1 Bim block	RGS8-Gao reg	Mcl1-Bid inh
COC(=O)C(NC(=O)CSc1nc(N)cc(=O)[nH]1)c1ccccc1 (stereo not drawn)	22	3	92	1	0	95	1	3	1	108	-32
NC(=O)C1CCN(CC(=O)c2c[nH]c3ccc(F)cc23)CC1	25	0	96	-2	-10	100	-9	-5	0	100	-30
Cc1ccc2[nH]c(=O)c(CN(CCO)Cc3nnnn3CCc3ccccc3)cc2c1	23	3	100	-1	-1	100	-6	-1	1	100	-6

Additional structures:
SMILES	GSH bead fluor	Bim-Bcl-W	RGS7-Gao	Bim-Bcl-XL	Bim-Bcl-B	RGS4-Gao reg	Bfl-1 Bim block	Bcl-2 Bim block	Mcl-1 Bim block	RGS8-Gao reg	Mcl1-Bid inh
COc1cccc(CC(NC(C)=O)C(=O)NC2CCN(S(=O)(=O)c3ccc(F)cc3)CC2)c1OC (stereo not drawn)	11	-1	93	-1	-3	97	-7	-2	-3	100	-2
O=C(CCSc1ccccc1)Nc1ccc(S(=O)(=O)N2CCOCC2)cc1	49	-4	111	-6	-15	111	-14	-8	-2	102	-11
Cc1csc(SCc2ccccc2C(=O)O)n1	52	2	99	10	-8	97	-9	-7	-1	101	14
O=C1Nc2ccccc2C(O)(C(=O)NC2CC2)N1c1ccc(Cl)c(Cl)c1 (stereo not drawn)	12	-1	91	-3	-1	93	-3	2	-3	98	-21
CCn1c(SCc2nnc(-c3ccccc3)o2)nnc1-c1ccc(S(=O)(=O)N2CCCC2)cc1	9	0	99	-2	-1	103	0	-1	1	101	-19
Cc1ccccc1NC(=O)c1cccc(Cn2cc(Br)c([N+](=O)[O-])n2)c1	9	-1	101	-2	-1	99	-2	0	0	102	-30
C/C(CC(=O)Nc1cccc(C(F)(F)F)c1)=N\NC(=O)Cc1ccccc1	20	-1	101	-2	-4	102	-6	-5	-2	103	-21
CC(=O)C1=C(O)C(=O)N(Cc2ccccc2)C1c1cccs1 (stereo not drawn)	68	3	202*[activator]	-6	-5	119	-10	-8	0	101	-3
N/C(COc1ccc(F)cc1)=N\NC(=O)c1cccnc1Oc1ccccc1	54	0	105	-3	-3	97	-10	-6	0	99	-33
O=C1CCCCC1C(Nc1ccc(Cl)cc1)c1ccccc1 (stereo not drawn)	19	-3	95	-3	-3	97	-2	-3	-4	99	-32
COc1cccc(C(=O)C2CCCN(Cc3cccn3-c3cccnc3)C2)c1 (stereo not drawn)	13	0	106	-4	-7	105	0	-6	-40	105	-1
CCC(=O)N/N=C(\C)CC(=O)Nc1ccccc1-c1ccccc1	22	-1	98	-3	-2	101	-1	1	-2	101	-3
CC(=O)Nc1ccccc1C(=O)C(=O)Nc1cccc(Br)c1	22	-2	100	-1	-4	100	-8	-2	-2	105	-1
COc1ccc(N(C(=O)CNC(=O)c2ccco2)C(C(=O)NC2CCCCC2)c2ccco2)cc1 (stereo not drawn)	23	-1	94	3	1	97	-5	-4	-1	100	-10
CC(CCc1ccccc1)NC(=O)C1CCN(S(=O)(=O)N2CCOCC2)CC1 (stereo not drawn)	24	-7	167*[activator]	-8	-11	180*[activator]	-3	-5	-8	160*[activator]	1
CCOC(=O)C1=C(C)N(C)C(C)=C(C(=O)OCC)C1c1ccccc1	32	-3	99	-1	-6	99	-1	-2	-2	101	-31
Cc1cc(SCC(=O)N/N=C/c2ccc(O)c(O)c2O)c(C)cc1Br	40	0	77	-8	-15	71	0	-2	-2	90	18
CSc1nnc(-c2cc[n+](C)cc2)n1CCO	12	-1	98	-3	-6	96	1	0	0	93	-58
CCN(CC)S(=O)(=O)c1ccc(NC(=O)COC(=O)c2ccc(NC(=O)CC#N)cc2)cc1	24	0	103	-3	-3	103	-8	-4	-3	103	-30
CCOC(=O)/C(C#N)=C/c1cc(C)n(-c2ccc(Br)cc2)c1C	35	1	104	-6	-6	105	-14	-13	-3	104	3
Cc1ccc(NC(=O)C(NCc2ccccn2)c2ccccc2)cc1 (stereo not drawn)	64	0	102	-4	-1	106	0	-2	0	103	-10
O=C(NC1CS(=O)(=O)CC1NCc1ccco1)c1ccccc1 (stereo not drawn)	22	-1	102	6	-9	100	-7	-7	-1	103	-31
CN1C(=O)/C(=C2\SC(N3CCCCCC3)=NC2=O)c2ccccc21	6	-1	96	-2	-3	99	0	2	-2	99	10
COc1ccc(C(=O)Nc2ncc3c(n2)CC(C)CC3=O)cc1 (stereo not drawn)	23	1	102	-3	-9	97	-3	-4	-2	101	-7
CCn1c(C)nc2cc(C(=O)NNC(=O)CCC3CCCC3)ccc21	12	-3	98	-7	-7	102	-7	-8	0	99	-16
O=c1cc(N2CCCCCC2)[nH]c(=O)n1-c1ccccc1Cl	12	0	97	0	-3	100	-4	-2	-1	101	-42
COCCN(C(=O)CSc1nnc(Nc2ccc(C)cc2)s1)c1c(N)n(CC(C)C)c(=O)[nH]c1=O	17	-2	100	-3	-3	100	-5	-5	-1	104	-19
CCn1c(/C=C/c2ccccc2[N+](=O)[O-])nc2ccccc2c1=O	22	0	97	2	7	102	1	5	-3	107	4
Cn1c(O)c(C=Nc2ccc(N3CCOCC3)cc2)c(=O)n(C)c1=S	11	3	104	0	-7	102	-4	-6	-3	100	-41
O=C(CSc1ccc2c(c1)OCCO2)NCCc1ccc(Cl)cc1Cl	17	-3	95	-8	-7	97	-7	-7	-8	90	17
CCOC(=O)/C(=C/c1ccc(OC(=O)c2ccncc2)cc1)C(C)=O	12	0	103	0	-3	98	6	1	0	98	-29
CCC(Oc1ccc2c(c1)C(=O)CC(C)(C)O2)C(=O)NCCN1CCCCCC1 (stereo not drawn)	12	3	101	-6	-5	99	-11	-2	2	99	15
O=C(O)c1ccc(CSCc2c(F)cccc2Cl)o1	22	-2	99	-4	-8	102	-18	-8	0	104	1
Cc1cc2c(cc1C)C(c1ccsc1)CC(=O)N2 (stereo not drawn)	13	-4	103	-4	-6	102	-6	-3	-2	99	-18
Cc1ccc2nc(NC(=O)c3ccc(-c4nc5ccccc5s4)s3)sc2c1	7	-5	106	-5	-16	102	0	4	0	107	79*
Cn1c(=O)c2c(nc(N3CCN(c4ccccn4)CC3)n2Cc2ccccc2Cl)n(C)c1=O	7	2	98	-3	-3	102	-5	-3	1	101	-30
N#Cc1c2c(c(-c3ccco3)[nH]c1=O)CCCC2	14	0	108	-6	-8	108	-11	-14	-5	106	-26
Cc1cccc(NC(=O)CCN2C(=O)C3C4CCC(C4)C3C2=O)c1C (stereo not drawn)	20	0	98	0	-1	99	0	-4	-4	100	-31
CC(=O)c1coc2ccc(OCC(=O)O)cc12	25	-3	105	-8	-6	105	-25	-7	-8	104	3
O=[N+]([O-])c1ccc(C2=Nc3cc(Cl)ccc3OC2)cc1	13	1	94	2	-12	100	-1	0	2	99	-29
CCOC(=O)Cn1c(=N)n(Cc2ccccc2F)c2ccccc21	14	0	106	-2	1	105	-3	-6	0	105	-28
Cc1ccc(-n2nc(C(=O)O)cc2-c2ccccc2)cc1	23	0	98	0	-2	99	-6	-3	0	98	8
COc1cc(NC(=O)COc2ccc(F)cc2)nc(OC)n1	10	1	100	0	0	106	1	2	0	103	-12
Cc1cccc(-n2ncc3c(N4CC(C)CC(C)C4)ncnc32)c1 (stereo not drawn)	15	-1	91	-3	-3	93	1	0	0	92	23
CCc1nc(N2CCOCC2)c(C#N)c2c1CCCC2	11	-2	110	-2	-1	107	-1	-1	-1	114	1
CCCn1nc2cc(C(=O)NCc3ccccc3OC)ccc2c1OCC	9	0	99	-1	-1	101	-2	-2	0	101	-30
CC1(C)C2CCC1(CS(=O)(=O)N1CCCc3ccccc31)C(=O)C2 (stereo not drawn)	18	0	103	0	-2	104	-4	-4	-4	104	-27
CCOC(=O)C1(Cc2cccc(OC)c2)CCN(C(C)COC)CC1 (stereo not drawn)	10	-1	98	0	-1	98	-3	-3	-2	100	-25
COc1ccccc1N1CC(C(=O)OC(C)C(=O)N2CCCc3ccccc32)CC1=O (stereo not drawn)	66	0	102	1	-7	101	-11	-5	0	99	-2
O=C(O)c1cc(-c2ccccc2)on1	33	-2	101	-7	-9	101	-8	-3	-2	102	0
CC1CCCN(C(=O)c2ccc3nc[nH]c3c2)C1 (stereo not drawn)	5	-5	95	-3	-1	95	-2	2	0	96	-12
